Compound activity from PubChem BioAssay.
TRPN1 ag = agonists of zebrafish TRPN1 channel; activation, % at 3 µM; HEK293 zebrafish TRPN1-YFP, Fluo-8 calcium fluorescence; 100% = response to 87 µM carbachol; actives 0.18% (n = 220,000);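 active means activation above its plate's cutoff, the mean activation of test wells on that plate plus 3 SD, cut at about 19% in these data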;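 further: 0% = DMSO alone and 100% = 87 µM carbachol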
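Material – zebrafish TRPN1-YFP in HEK293 cells · Doses – 3 µM single point · Schedule – dye 1 h 37 °C plus 30 min RT · Signal – Fluo-8 calcium fluorescence, excitation 470-495 nm, emission 515-575 nm · Read-out – % activation versus carbachol response · Control set – carbachol high, DMSO low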
S1P4 antagonist = antagonists of human S1P4 receptor; actives 0.26% (n = 220,000); O95977; S1P4-expressing cells, antagonist mode, reporter read-out; inhibition, % at 4.98 µM; AID 1510; in the data active means inhibition above about 29%;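 further: 0% = wells stimulated with agonist and 100% = vehicle wells without agonist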
Target sequence (O95977 whole entry, looked up): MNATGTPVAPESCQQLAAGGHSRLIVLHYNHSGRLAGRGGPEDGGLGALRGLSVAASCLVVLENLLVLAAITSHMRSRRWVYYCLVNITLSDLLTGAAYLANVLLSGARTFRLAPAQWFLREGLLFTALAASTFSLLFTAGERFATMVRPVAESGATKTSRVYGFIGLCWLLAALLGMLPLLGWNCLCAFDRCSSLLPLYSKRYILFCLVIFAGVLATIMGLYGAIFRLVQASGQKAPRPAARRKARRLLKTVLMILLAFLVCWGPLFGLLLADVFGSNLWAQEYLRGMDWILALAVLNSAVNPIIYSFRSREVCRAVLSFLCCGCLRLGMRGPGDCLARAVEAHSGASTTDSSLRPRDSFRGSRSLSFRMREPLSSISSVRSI
S1P4 ag = agonists of human S1P4 receptor; O95977; S1P4-expressing cell line, agonist reporter assay; activation, % at 4.98 µM; actives 0.35% (n = 220,000); in the data active means activation above about 11%;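 further: 0% = DMSO vehicle and 100% = reference agonist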
NPY2 pot ag = human NPY-Y2 potentiation or agonism, primary screen. cells expressing NPY-Y2, potentiator/agonist read-out. activation, % at 3.6 µM. actives 0.45% (n = 220,000). AID 1359; in the data active means activation above about 27%;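 further: cells stimulated with NPY near EC25 plus isoproterenol at EC100; 0% = vehicle plus submaximal agonist and 100% = vehicle plus saturating agonist; some results beyond the cut were filed as inactive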
CHOP inhibitor = CHOP inhibition in unfolded protein response; actives 3.8% (n = 220,000); AID 2732; CHO-K1 CHOP-promoter luciferase, tunicamycin-induced, 15-18 h; inhibition, % at 10 µM;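 active means compounds that reduced the stress-induced luciferase reporter signal by more than about 70% of percent inhibition, limit read from the data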;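 further: 0% = tunicamycin plus vehicle and 100% = wells without tunicamycin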
EP2 mod = EP2 receptor (human) modulation. EP2-expressing cells, cAMP HTRF FRET, PGE2 co-stimulation. actives 0.83% (n = 260,000). induction, % at 25 µM. AID 940;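 active means compounds whose cAMP rise, as percent of the full-agonist control response, exceeds 60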;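 further: rat C6 glioma line stably carrying human EP2 under a CMV promoter; the protocol text gives 20 µM as final concentration; 100% = response of wells given 1 µM PGE2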
NPY1 pot ag = human NPY-Y1 potentiation or agonism, primary screen; activation, % at 3.6 µM; actives 0.37% (n = 220,000); AID 1304; NPY-Y1 expressing cells, potentiator/agonist activation; in the data active means activation above about 33%, passing the limit was not always enough;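 further: cells stimulated with NPY at EC10 then isoproterenol at EC100; 0% = low agonist plus stimulus and 100% = saturating agonist plus stimulus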
NPY Y1 blocker = NPY-Y1 (human) receptor antagonism; P25929; inhibition, % at 3.6 µM; HEK293-CNG Y1 cells, membrane potential fluorescence; NPY at EC95, then isoproterenol; actives 1% (n = 200,000);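 active means inhibition above the campaign mean inhibition of all tested compounds plus 3 SD, cut at about 20% in these data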;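 further: 0% = DMSO wells given NPY plus isoproterenol and 100% = isoproterenol alone without NPY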
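Test system: HEK293 cells co-expressing NPY Y1 receptor and cyclic-nucleotide gated channel; Also added: NPY (25 nM), isoproterenol (1 µM), Ro 20-1724 (25 µM); Compound dosing: one concentration, 3.6 µM, in 0.4% DMSO; Timing: dye 3 h, compound 60 min room temperature, stimulation 45 min; Technique: Membrane-potential fluorescent dye readout.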
TRPML3 ag = activates the human TRPML3 channel; Q8TDD5; HEK293 TRPML3-YFP, Fluo-8 calcium fluorescence; 100% = the carbachol control signal; activation, % at 3 µM; actives 0.29% (n = 220,000); AID 1448;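 active means activation above its plate's cutoff, the mean activation of the plate's test wells plus 3 SD, cut at about 12% in these data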;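 further: 0% = DMSO only wells and 100% = carbachol wells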
Target sequence (Q8TDD5 whole entry, looked up): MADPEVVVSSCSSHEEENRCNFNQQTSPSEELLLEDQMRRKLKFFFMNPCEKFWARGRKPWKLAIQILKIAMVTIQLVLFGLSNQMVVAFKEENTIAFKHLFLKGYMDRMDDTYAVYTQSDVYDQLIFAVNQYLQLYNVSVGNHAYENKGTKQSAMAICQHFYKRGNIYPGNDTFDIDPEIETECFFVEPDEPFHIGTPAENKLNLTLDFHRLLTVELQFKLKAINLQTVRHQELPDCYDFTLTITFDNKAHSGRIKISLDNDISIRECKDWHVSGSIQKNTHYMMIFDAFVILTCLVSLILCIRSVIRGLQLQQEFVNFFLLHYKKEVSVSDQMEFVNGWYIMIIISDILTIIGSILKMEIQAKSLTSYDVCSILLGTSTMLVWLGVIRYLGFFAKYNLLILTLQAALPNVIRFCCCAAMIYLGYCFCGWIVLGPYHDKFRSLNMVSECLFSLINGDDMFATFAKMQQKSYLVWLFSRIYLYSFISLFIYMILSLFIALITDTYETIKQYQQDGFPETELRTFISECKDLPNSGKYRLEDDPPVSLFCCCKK
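Test system – HEK293 line with stable expression of human TRPML3-YFP channel · Control set – carbachol 87 µM final as high control (100%), DMSO as low control (0%) · Signal – Fluo-8 calcium dye fluorescence, ex 470-495, em 515-575 nm · Incubation – 1-h 37 °C dye load, 5-s basal, 120-s post-compound reads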
* hit, by the source's call; / = no result given.

SMILES	TRPN1 ag	S1P4 antagonist	S1P4 ag	NPY2 pot ag	CHOP inhibitor	EP2 mod	NPY1 pot ag	NPY Y1 blocker	TRPML3 ag
CN1CCN(NC(=O)C23CC4CC(CC(C4)C2)C3)CC1	1.0	-10	1.5	7	2	15	10	3	1.0
CCOC(=O)c1c(C)[nH]c(C(=O)Nc2ccc(C)c(Cl)c2)c1C	-0.2	-8	0.3	-9	-51	-67	3	7	0.6
CCOC(=O)C1=C(c2ccccc2)NC(SC)=C(C#N)C1c1ccco1 (stereo not given)	1.4	-20	-0.1	-3	27	13	18	-1	0.0
COC(=O)Cc1[nH]c(=S)[nH]c1C(=O)OC	0.2	-5	-0.5	-11	4	17	3	/	0.5
CS(=O)(=O)N(Cc1ccco1)CC(O)Cn1cc(C=O)c2ccccc21 (stereo not given)	1.6	-10	2.8	-28	-24	-12	2	-3	0.8
O=C(CSc1ccc(-c2ccco2)nn1)c1ccccc1	-0.7	-3	0.0	-3	-8	1	-10	1	-0.7
COc1cc2c(OC(C)=O)c3c(c(-c4ccc5c(c4)OCO5)c2cc1OC)C(=O)OC3	0.4	21	1.7	23	-14	-25	8	2	0.2
CC(C)NC(=O)C1CCCN(S(=O)(=O)c2ccc(-n3cnnn3)cc2)C1 (stereo not given)	-1.1	-8	-1.9	-11	-18	12	0	1	-0.3
O=C(c1ccncc1)c1ccc(N2CCN(C3CC(=O)N(Cc4ccccc4)C3=O)CC2)cc1 (stereo not given)	10	-16	2.7	5	10	-13	8	-2	5.4
CCOC(=O)c1sc2nc(CN3CCN(c4cccc(C(F)(F)F)c4)CC3)[nH]c(=O)c2c1C	1.1	-8	-2.0	-1	35	29	3	7	0.4

Exported with bars between the fields: part of the list above
canonical_smiles | TRPN1 ag | S1P4 antagonist | S1P4 ag | NPY2 pot ag | CHOP inhibitor | EP2 mod | NPY1 pot ag | NPY Y1 blocker | TRPML3 ag
CCOC(=O)c1sc2nc(CN3CCN(c4cccc(C(F)(F)F)c4)CC3)[nH]c(=O)c2c1C | 1.1 | -8 | -2.0 | -1 | 35 | 29 | 3 | 7 | 0.4
COC(=O)Cc1[nH]c(=S)[nH]c1C(=O)OC | 0.2 | -5 | -0.5 | -11 | 4 | 17 | 3 | / | 0.5
CCOC(=O)C1=C(c2ccccc2)NC(SC)=C(C#N)C1c1ccco1 (stereo not given) | 1.4 | -20 | -0.1 | -3 | 27 | 13 | 18 | -1 | 0.0
CC(C)NC(=O)C1CCCN(S(=O)(=O)c2ccc(-n3cnnn3)cc2)C1 (stereo not given) | -1.1 | -8 | -1.9 | -11 | -18 | 12 | 0 | 1 | -0.3
CN1CCN(NC(=O)C23CC4CC(CC(C4)C2)C3)CC1 | 1.0 | -10 | 1.5 | 7 | 2 | 15 | 10 | 3 | 1.0
COc1cc2c(OC(C)=O)c3c(c(-c4ccc5c(c4)OCO5)c2cc1OC)C(=O)OC3 | 0.4 | 21 | 1.7 | 23 | -14 | -25 | 8 | 2 | 0.2

The listing continues.
SMILES	TRPN1 ag	S1P4 antagonist	S1P4 ag	NPY2 pot ag	CHOP inhibitor	EP2 mod	NPY1 pot ag	NPY Y1 blocker	TRPML3 ag
COC(=O)C1=C(C)NC(=O)/C1=C\N(C)C	-0.7	-8	0.6	13	-20	5	0	-1	1.0
COc1ccc(-c2noc(CCC(=O)N3CCN(c4cccc(C(F)(F)F)c4)CC3)n2)cc1	-0.4	-10	-0.8	-6	50	-78	-18	9	0.3
CC(C)(C)n1nc2c(c1NC(=O)c1cccc(C(F)(F)F)c1)CS(=O)C2 (stereo not given)	-0.2	0	0.6	12	-4	14	2	3	0.2
CCC(C)NS(=O)(=O)c1ccc(OCC(=O)NCc2cccnc2)cc1 (stereo not given)	1.7	-1	1.2	9	20	-11	0	-5	-0.1
CN(CCNC(=O)c1ccc(N2CCCC2=O)cc1)CCc1ccccc1	0.5	-5	-3.2	8	12	9	-20	3	0.5
Cc1cccc(NC(=S)N(C)C2(c3ccccc3Cl)CCCCC2=O)c1 (stereo not given)	-1.3	6	-1.4	-3	31	43	7	3	-0.2
Cc1ccc(-n2nnnc2SCC(=O)N2CCN(C(=O)c3ccco3)CC2)c(C)c1	-1.0	-13	1.7	-8	13	21	2	-5	-0.6
COc1ccc(-n2cc(CNCCc3nc(C)cc(C)n3)c(-c3ccccc3Cl)n2)cc1	-0.8	-13	0.8	-16	28	-32	0	10	0.1
CCOC(=O)C1C2C=CC3(CN(Cc4ccccc4)C(=O)C13)O2 (stereo not given)	0.0	-21	2.1	11	11	3	16	2	0.3
Cc1cc(C)c2nc(Cl)c(C3NC(=O)c4ccccc4N3)cc2c1 (stereo not given)	0.8	11	2.2	-10	31	18	-22	-3	0.6
CCC(C)C(=O)Nc1cc(C(=O)OC)ccc1C(=O)OC (stereo not given)	-0.5	-3	-2.9	2	-1	15	0	9	0.4
CC(CN1CCNCC1)(NS(=O)(=O)c1ccccc1)c1ccccc1 (stereo not given)	0.8	-2	1.9	-11	34	23	7	-2	0.3
COc1ccc(/C=C(\C#N)C(=O)Nc2cccc3ncccc23)cc1OC	4.4	-4	2.1	-5	5	0	2	/	3.0
COc1ccc(/C(C)=N/Nc2cc(C(F)(F)F)ccc2Cl)c(OC)c1	0.8	-4	-0.4	-10	21	-18	-11	-2	0.1
CC(=O)NC12CC3CC(C1)CC(C(=O)OCC(=O)c1ccc4c(c1)OCCO4)(C3)C2	5.3	2	-1.9	-13	40	-24	-5	1	3.4
COC(=O)c1ccc(-c2noc(CN(Cc3ccncc3)CC3CCCO3)n2)cc1 (stereo not given)	-0.1	-3	-0.7	-12	5	-7	17	7	1.7
CSc1ncc(Cl)c(C(=O)Nc2ccccc2Br)n1	-0.1	3	-0.2	-38	19	30	-25	/	0.7
CCc1c(C)nc(SC)n(CC#N)c1=O	0.2	8	-0.6	-15	10	4	-16	5	-0.3
O=C1S/C(=C/c2ccccc2)C(=O)N1CC(O)Cn1c2ccccc2c2ccccc21 (stereo not given)	1.6	-9	-0.2	7	35	11	6	3	1.1
CCOc1cc(C(=S)N2CCCC2)ccc1OC(=O)Cc1ccc(F)cc1	-1.2	-2	0.7	6	-5	-20	-14	1	-0.6
COc1ccc(OC)c(C2SCCN2S(C)(=O)=O)c1 (stereo not given)	-0.4	-7	0.4	1	16	-2	7	2	0.7
COc1cccc(CN2C(=O)c3ccccc3C2C(=O)NCC2CCCO2)c1 (stereo not given)	-0.9	-12	0.4	9	35	22	7	4	0.3
CCC(C)(C)n1nnnc1C(c1cccc(C#N)c1)N1CCN(c2cccc(C)c2C)CC1 (stereo not given)	2.4	-2	-0.3	-11	-11	26	4	6	0.4
COc1ccc(-c2ccc(=O)n(CC(=O)NC3CCc4ccccc43)n2)cc1OC (stereo not given)	-1.3	1	0.6	-6	-3	-10	-1	3	0.3
Cc1ccc(/C=C/C(=O)Nc2nnc(C)s2)o1	0.3	-17	0.0	11	38	10	9	9	0.6
CCOC(=O)C1CCCN(C(=O)Cc2ccc(Cl)cc2)C1 (stereo not given)	0.1	-6	1.6	-2	-23	-6	1	-3	-0.1
COc1ccc(CNC(=O)COC(=O)/C=C/c2cccs2)cc1	-0.4	7	0.1	-5	2	-9	0	11	-0.1
O=C(c1ccc(F)cc1)N1CCN(C2CC3CCC2C3)CC1 (stereo not given)	2.0	-10	1.2	2	15	-21	19	-1	0.2
CCCCN(C)CC(O)Cn1cc(/C=C/C(=O)c2cccs2)c2ccccc21 (stereo not given)	5.5	47*	1.9	-3	17	-38	-14	2	3.9
COc1cc(Cl)c(C)cc1NC(=O)CCCn1c(=O)oc2ccccc21	-1.3	-9	-0.9	1	18	-15	3	0	-0.9

6 structures from above, sorted by length of the SMILES, high to low.
SMILES	TRPN1 ag	S1P4 antagonist	S1P4 ag	NPY2 pot ag	CHOP inhibitor	EP2 mod	NPY1 pot ag	NPY Y1 blocker	TRPML3 ag
CCC(C)(C)n1nnnc1C(c1cccc(C#N)c1)N1CCN(c2cccc(C)c2C)CC1 (stereo not given)	2.4	-2	-0.3	-11	-11	26	4	6	0.4
COc1cccc(CN2C(=O)c3ccccc3C2C(=O)NCC2CCCO2)c1 (stereo not given)	-0.9	-12	0.4	9	35	22	7	4	0.3
COc1cc(Cl)c(C)cc1NC(=O)CCCn1c(=O)oc2ccccc21	-1.3	-9	-0.9	1	18	-15	3	0	-0.9
COc1ccc(CNC(=O)COC(=O)/C=C/c2cccs2)cc1	-0.4	7	0.1	-5	2	-9	0	11	-0.1
CCOC(=O)C1CCCN(C(=O)Cc2ccc(Cl)cc2)C1 (stereo not given)	0.1	-6	1.6	-2	-23	-6	1	-3	-0.1
Cc1ccc(/C=C/C(=O)Nc2nnc(C)s2)o1	0.3	-17	0.0	11	38	10	9	9	0.6

More compounds follow:
SMILES	TRPN1 ag	S1P4 antagonist	S1P4 ag	NPY2 pot ag	CHOP inhibitor	EP2 mod	NPY1 pot ag	NPY Y1 blocker	TRPML3 ag
C=CCNc1nc(C(=O)OCC)nc2ccccc12	0.1	-9	2.6	3	3	12	7	4	0.0
O=C(CSCc1ccc(Br)cc1)N1CCCC1	0.9	-2	-1.9	3	-4	0	13	-5	0.2
CCN(Cc1cc(=O)n2cc(Cl)c(C)c(Cl)c2n1)Cc1nc2ccccc2c(=O)[nH]1	-0.2	-4	1.2	-5	-2	0	5	1	0.3
COc1cc(C(=O)N/N=C/c2ccc(OC(=O)N3CCOCC3)cc2)cc(OC)c1OC	0.5	-24	0.7	4	-15	3	3	7	0.5
C/C(=N/NC(=O)c1ccncc1)C1=C(O)CC(C)(C)CC1=O	1.2	-4	2.1	-9	16	2	-17	1	0.9
O=[N+]([O-])c1ccc2cn(-c3ccccc3)nc2c1	-0.9	-6	-0.4	-3	-14	-22	-2	-7	0.2
CC(=O)N1N=C(c2ccc(C)o2)CC1c1ccc(F)cc1 (stereo not given)	0.7	-14	2.8	11	1	-12	14	-2	0.0
Cc1ccc(C)c(-n2cc(CNCCc3cnccn3)c(-c3ccccc3)n2)c1	0.2	-7	-0.2	-28	-11	-19	-5	13	0.3
CN(CCCNC(=O)C1CCN(S(=O)(=O)N2CCC3(CC2)OCCO3)CC1)Cc1ccccc1	0.1	-6	0.8	12	28	15	-13	1	0.5
CCCCCCc1cc2cc(-c3nnc(-c4ccccc4O)o3)c(=O)oc2cc1O	5.3	-5	0.2	4	-11	-12	-1	0	2.1
O=C(Nc1cccc(S(=O)(=O)NC2=NCCCCC2)c1)c1cc(-c2ccccc2)nc2ccccc12	0.0	-5	4.1	-2	37	-4	10	-1	2.1
CCCc1cc(NCCCn2ccnc2)n2nc(C)c(-c3ccccc3)c2n1	0.1	-4	-0.9	5	-13	26	25	/	-0.4
